# PriA SSB inh = inhibitors of Klebsiella pneumoniae PriA binding to SSB C-terminal tail, primary screen, biochemical, AlphaScreen. PriA–SSB C-terminal tail interaction (Klebsiella pneumoniae). AlphaScreen SSBct-PriA binding, biotinylated peptide. inhibition, % at 33 µM. actives 0.6% (n = 430,000); in the data active = inhibition mostly above about 37%, no sharp cut-off; inactive = mostly below about 20%;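 also: plate controls were negative control peptide for no effect and reference peptide for full effect; strong numbers were not always called active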
# Numbers without * were called inactive; & = joins results of further samples. This is a subset (hit frequency here may not be typical).
SMILES | PriA SSB inh
Cc1cccc(NC(=O)C23CCC(C2)C(C)(C)C3=O)c1C (configuration not stated) | -9.0
COC(=O)c1ccc(C=NNC(=O)CC(=O)NCC(C)C)cc1 | -14.4
CCS(=O)(=O)N1CCc2ccc(NC(=O)COc3ccccc3F)cc2C1 | -2.0
Cc1ccc(N2CCN(C(=O)c3cccc(C(F)(F)F)c3)CC2)nn1 | -8.0
Cc1cc(C(=O)Nc2ccc(S(N)(=O)=O)cc2)nn1C | -14.0
NC(Cc1ccc(Cl)cc1)=NOC(=O)C1CCCCC1 | -58.2
O=C(NC(c1ccccc1)c1ccccc1)c1c[nH]c(=O)n(Cc2ccccc2Cl)c1=O | -21.0
Cc1ccc(O[C@H]2CCCN(C(=O)c3c(C)nc4ccccn34)C2)nn1 | -13.0
Cc1cc(C)c2sc(N3CCN(C(=O)c4ccccc4Oc4ccccc4)CC3)nc2c1 | 1.0
Cc1ccc(NC(=O)C2CCN(c3cnc4ccccc4n3)CC2)cc1Cl | -19.0
Cc1ccc(CNC=CC(=O)c2ccc(Br)cc2)cc1 | -27.1
COc1ccc(Cl)cc1C(=O)NCCOc1ccc(-c2ccc(F)cc2)nn1 | -7.0
COc1ccc(C(=O)Nc2cccnc2)nn1 | -3.0
Cc1cc(=O)[nH]c(N/N=C\c2ccc(O)c(O)c2)n1 | -7.0
Cc1ccc2cccnc2c1F | 15.0
O=C(NN=Cc1ccccn1)c1cc(-c2ccc(Cl)cc2)nc2ccccc12 | 3.2
COc1cccc(OCC(=O)N2CCN(CCn3ccnc3)CC2)c1 | -3.0
CCOC(=O)c1sc(NC(=O)C2CCN(c3cc(C4CC4)ncn3)CC2)nc1C | 2.0
COC(=O)c1cc(Nc2ccc(OC)c(Cl)c2)c2cccc(F)c2n1 | -16.0
O=C(NCC(c1ccco1)N1CCOCC1)Nc1cccs1 (configuration not stated) | 2.0
Cc1ccc(C(=O)NCCCS(=O)(=O)N2CCN(c3ncccn3)CC2)cc1C | -27.0
Cc1ccn2cc(-c3cc4c(ccc5ccccc54)oc3=O)nc2c1 | -3.0
O=C(Nc1nc2cc3c(cc2s1)OCO3)c1nc2ccccc2s1 | 3.0
CCOc1ccc(C(NC(=O)c2cccs2)NC(=O)c2cccs2)cc1OC | 1.0
O=C(Nc1ccc(-c2ccc(N3CCOCC3)nn2)cc1)c1ccc(F)cc1F | 8.0

# Overlap with the part before: 2 compounds; new compounds follow.
SMILES | PriA SSB inh
CCOc1ccc(C(NC(=O)c2cccs2)NC(=O)c2cccs2)cc1OC | 1.0
O=C(Nc1ccc(-c2ccc(N3CCOCC3)nn2)cc1)c1ccc(F)cc1F | 8.0
Cc1cc(Cl)cc2sc(NC(=O)c3ccn(C)n3)nc12 | 0.0
CC(C)S(=O)(=O)Nc1ccc(CC(=O)NC2CC2)cc1 | -14.0
CCS(=O)(=O)N1CCc2ccc(NS(=O)(=O)c3cccc(F)c3)cc2C1 | 6.0
COc1ccc(-c2nc(Cn3c(=O)n(C(C)C)c(=O)c4ccccc43)c(C)o2)cc1 | -8.0
COc1cccc(N2C[C@@H](C(=O)Nc3c(C(=O)Nc4ccc5c(c4)OCCO5)oc4ccccc34)CC2=O)c1 | 69.0*
CN1C(=O)c2cccc(NC(=O)c3ccc(Cl)s3)c2C1=O | -7.0
O=C1/C(=C/c2ccccc2F)Oc2c1ccc(O)c2CN1CCN(CCO)CC1 | -4.0
CC(=NOC(=O)c1ccc(OC(C)C)cc1)c1ccc(C)c(C)c1 | -35.1
CC(=O)C(=NNc1ccc(Cl)cc1Cl)Sc1cccc2cccnc12 | 72.7*
CSCC(C)(O)CNS(=O)(=O)c1cccc2ccccc12 (configuration not stated) | -6.0
COCCCNC(=S)NN=Cc1ccc2c(c1)OCO2 | 2.3
CC1C(=O)N2CCCc3cc(NS(=O)(=O)c4cccs4)cc1c32 (configuration not stated) | -11.0
O=S(=O)(NC[C@@](O)(c1ccccc1)C(F)(F)F)c1cccs1 | -13.0
Cc1cccc(OC2CCN(C(=O)[C@H]3CCc4nc[nH]c4C3)CC2)n1 | -7.0
O=C(CSc1nccn1-c1ccc(F)cc1)Nc1ccc(Br)cc1 | 60.0*
O=C(N=C1c2ccccc2CN1c1ccccc1)Nc1ccccc1 | -11.6
O=C1C[C@H](c2noc(-c3ccccn3)n2)CN1CCc1ccccc1 | -2.0
CCOC(=O)Cc1csc(NN=Cc2ccccc2)n1 | 7.3
Cc1cc(OC(C)C(=O)NN=CCC(C)c2ccccc2)ccc1Cl (configuration not stated) | -9.4
CON=Cc1cn(-c2ccc(Cl)cc2)nn1 | -14.6
CC(C)(C)C(=O)N1CCC(c2nnc(C3CC3)s2)CC1 | 3.0
COc1cccc(OC)c1C(=O)Nc1ccc(N2CCCCC2=O)c(C)c1 | -12.0
CC(=NNC(N)=O)c1cc(Cl)cc(Cl)c1O | -4.9
O=C(NCc1ccc(C(=O)c2ccco2)s1)C(=O)Nc1cccc(C(F)(F)F)c1 | -8.0
COc1ccc(C(=O)NN=C(C)c2ccc3c(c2)C2C=CCC2C(c2ccccc2)N3)cc1 (configuration not stated) | 17.4
O=S(=O)(CCc1ccccc1)N1CC(n2ccnn2)C1 | -7.0
CCn1nc(C)cc1C(=O)Nc1nnc(C2CCCCC2)o1 | -11.0
Cc1cc2ncc3c(n2n1)CCN(C(=O)CCNS(=O)(=O)c1cccc(Cl)c1)C3 | -17.0
COc1cc(C)ccc1NC(=O)CSc1nnc2ccc(C(=O)Nc3ccc(C)cc3)cn12 | 1.0&10.0
Cc1nc(-c2cccc(F)c2)sc1CCNC(=O)C(=O)Nc1cc(F)ccc1F | -12.0
COC(=O)c1ccc(NC(=O)C(=O)NCC(O)(c2ccccc2)C2CC2)cc1 (configuration not stated) | -6.0
COc1ccccc1OCC(=O)N1CCN(C(=O)[C@H]2C[C@@H]2c2ccccc2)CC1 | -8.0
CC(CC(=O)Nc1cccc(Cl)c1C)=NNC(=O)C(=O)NCC(C)C | 2.9
CCOC(=O)c1c(NC(=O)CN2CCC(C)CC2)sc(C)c1-c1ccc(Cl)cc1 | -17.0
O=C(NCCn1ncc2c(=O)n(Cc3cccc4ccccc34)cnc21)c1cc2ccccc2o1 | -7.0
O=C(Cc1ccsc1)Nc1ccc2c(c1)C(=O)Nc1ccccc1O2 | -22.0
Cc1cc(C)cc(NC(=O)c2c(C)coc2C)c1 | -17.0
CCCCN1C[C@@H](c2nc3ccccc3n2Cc2ccccc2OC)CC1=O | -9.0
CCOC(=O)c1sc2ccccc2c1S(=O)(=O)N1CCC(C)CC1 | -14.0
Cn1cccc1[C@@H](O)CCNS(=O)(=O)c1cccc2nsnc12 | -5.0
O=C(c1cccnc1)N1CCC(CNC(=O)N2CCNC2=O)CC1 | -9.0
Cc1c(NC(=O)CCCCCN2C(=O)/C(=C\c3cccs3)SC2=S)c(=O)n(-c2ccccc2)n1C | 1.0
COc1cccc(/C=C2\SC(=N)NC2=O)c1OS(=O)(=O)c1ccccc1 | 5.5
CCCc1cc(-n2nc(C)cc2C)n2nc3nc(C)cc(C)c3c2n1 | 11.0
O=C(Nc1ncnc2c1CCC2)C1CCN(S(=O)(=O)c2ccc(F)cc2)CC1 | 6.0&-11.0
Cc1ccc(NC(=O)NCCCn2ncccc2=O)cc1C | -16.0
O=C(CN(Cc1ccc(Cl)c(Cl)c1)S(=O)(=O)c1ccccc1)NN=Cc1ccc2c(c1)OCO2 | 3.2
O=S(=O)(NCCc1ccoc1)c1ccc(Br)s1 | 18.0
CC(C)Sc1ccc(CC(=O)N2CCC3(CC(=O)c4ccccc4O3)C2)cc1 (configuration not stated) | 9.0
O=C(Nc1ccc(F)cc1)c1sc(Nc2ccccc2)nc1-c1ccccc1 | 1.0

# Other compounds
SMILES | PriA SSB inh
Cc1cc(C)n(-c2nc(CCNC(=O)C3(c4ccc(Cl)cc4)CCCC3)cs2)n1 | -2.0
NC(=Nc1nc2c(c(=O)[nH]1)CCCC2)Nc1ccccc1 | -3.7
O=C(Cc1c[nH]c2ccccc12)NCc1ccnc(N2CCOCC2)n1 | 3.0
O=C(NCc1ccc(F)cc1)C(=O)Nc1ccon1 | -11.0
Cc1ccc(C(=O)N2CCN(c3ccccc3)CC2)cc1S(=O)(=O)N1CCCCC1 | -8.0&13.0
O=C(COc1ccccc1Cl)Nc1ccc2c(=O)c3cccc(F)c3oc2c1 | -1.0
Oc1ccc(C2CCNC2)cc1 (configuration not stated) | -13.0
O=C1c2c(Cl)c(Cl)c(Cl)c(Cl)c2C(=O)N1c1cccc([N+](=O)[O-])c1 | -9.0
Cc1cc(C)c2c(c1)C(=NNC(=S)Nc1ccc(F)cc1)CCC2 | 2.6
O=C(Nc1nnc(-c2ccc(F)cc2)o1)c1ccc2ncsc2c1 | -12.0
COc1ccc([C@H]2CCN(C(=O)c3cc(=O)c4ccccc4o3)C2)cc1 | 3.0
Cc1ccc(CC(=O)NN=Cc2ccc(OC(=O)c3ccc([N+](=O)[O-])cc3)cc2)cc1 | -12.9
Cc1cn2nnc(C(=O)Nc3ccc(S(N)(=O)=O)cc3)c2c(=O)[nH]1 | -18.0
Cc1cc(C)n(CCN2CCCN(C(=O)c3cccc(C(F)(F)F)c3)CC2)n1 | -12.0
O=C(N1CCN(C[C@H](O)c2cccs2)CC1)C1(c2cccs2)CCCC1 | 5.0
O=C(NCC1CCN(S(=O)(=O)c2cccnc2)CC1)C(=O)Nc1ccon1 | -13.0
COc1cc(C(=O)NC(=S)Nc2cccc3c2C(=O)NC3=O)cc(OC)c1OC | -4.0
CC(=NNC(=O)C1CCCN(S(=O)(=O)c2ccccc2)C1)c1ccncc1 (configuration not stated) | 1.1
Cc1ccc2nc(N(CCCN3CCOCC3)C(=O)c3ccno3)sc2c1 | 7.0
CCc1ccc(NC(=O)CSc2ccc(-n3cccn3)nn2)cc1 | -2.0
CCCn1c(C(C)NC(=O)c2ccc(OC)c(OC)c2)nc2ccccc21 (configuration not stated) | -2.0
N#CC1=C(N)Oc2c(oc(CO)cc2=O)C1c1ccccc1Br (configuration not stated) | -9.0
O=C(COc1ccc(Cl)cc1)NCC(=O)N1CCOC(c2ccccc2)C1 (configuration not stated) | -7.0&4.0
Cc1cccc(-c2nnc(NC(=O)c3ccc4ncsc4c3)o2)c1 | -5.0
O=C(Cc1ccc(F)cc1)N1CCC(Oc2ccc(C(F)(F)F)cn2)CC1 | -3.0

# Some values from the list:
# Cc1cn2nnc(C(=O)Nc3ccc(S(N)(=O)=O)cc3)c2c(=O)[nH]1 | PriA SSB inh = -18.0
# O=C(NCC1CCN(S(=O)(=O)c2cccnc2)CC1)C(=O)Nc1ccon1 | PriA SSB inh = -13.0

# Other structures follow.
SMILES | PriA SSB inh
Cc1ccc(NC(=O)N2CCC(Oc3cnccn3)CC2)cc1C | 0.0
CCCN1CCCc2cc(CCNS(=O)(=O)Cc3ccccc3Cl)ccc21 | 72.0*
O=C(Nc1ccc(F)c(C(F)(F)F)c1)c1coc(NC(=O)c2cnccn2)n1 | -1.0
Cc1n[nH]c(=O)c2c1cnn2C(C)(C)C | -9.0
COc1ccc(CCNC(=O)c2oc(-c3cc(Cl)ccc3Cl)cc2C)cc1OC | -10.0
O=C(Cc1cccs1)NN=C/C=C\c1ccco1 | -8.3
NC(=S)N/N=C1/CCCCC1c1cc(C(=O)O)ccn1 (configuration not stated) | -15.0
CCn1c2ccccc2c2cc(C=Nn3cnnc3)ccc21 | -11.7
Cc1ccc(C(=O)Nc2sc3c(c2C(N)=O)CCCC3)cc1 | -11.0
CCOc1ccc(N2C[C@@H](NC(=O)NCc3ccccc3Cl)CC2=O)cc1 | -8.0
COc1ccc(C[C@](C)(O)CNC(=O)C(=O)Nc2cc(Cl)ccc2OC)cc1 | -9.0
CCOc1ccccc1NC(=O)CSc1nnc(C)c2cnn(-c3ccccc3)c12 | 12.0
CCN(CC)c1ccc(C=c2sc3nc4ccccc4n3c2=O)c(O)c1 | -15.3
Cc1ccc(C=NN=C2NC(=O)CS2)o1 | -6.7
O=S(=O)(NC1CCN(c2nccs2)C1)c1ccc(Cl)s1 (configuration not stated) | -16.0
O=S(=O)(/C=C/c1ccccc1)N1CCN(c2cc(C(F)(F)F)ncn2)CC1 | -7.0
Cc1cc(C)n(CC(=O)Nc2ccccc2Cl)c(=O)c1-c1nc(-c2ccc(F)cc2)no1 | -3.0
Cc1cc(-c2ccncc2)nn1CCNC(=O)N1CCN(S(C)(=O)=O)C1=O | -12.0
CNC(=O)Cc1cc(=O)[nH]c(=S)[nH]1 | 12.0
Cc1ccc(C)c(S(=O)(=O)NCC(=O)N2CC[C@H](Oc3cc(C)n(C)c(=O)c3)C2)c1 | -7.0
O=S(=O)(Cc1ccccc1)Nc1cnc(Oc2ccccc2)nc1 | -5.0
O=C(NCc1ccc(F)cc1)C(=O)NCC1OCCN1S(=O)(=O)c1ccc([N+](=O)[O-])cc1 (configuration not stated) | 1.0
CCOc1ccccc1NC(=O)/C=C/c1ccc(CC)o1 | 1.0
O=C(NNC(=O)c1cccn(Cc2ccc(F)cc2)c1=O)c1cccs1 | -6.0
O=C(NCCn1ncc2c(=O)n(Cc3ccccc3F)cnc21)C1c2ccccc2Oc2ccccc21 | -9.0
COC(=O)c1ccc(S(=O)(=O)N2CCC(Oc3cccnn3)CC2)cc1 | -7.0
Cc1nnsc1C(=O)N1CCSC(c2ccccc2Cl)CC1 (configuration not stated) | -8.0
CCOc1ccc(CC(=O)NCC(c2ccco2)N(C)C)cc1 (configuration not stated) | -2.0
Cc1ccc(NC(=O)Nc2ccc(-c3ccc(=O)n(C)n3)cc2)cc1 | -20.0
CC(=NNC(=O)c1cc(-c2cccc([N+](=O)[O-])c2)n[nH]1)c1ccc(Cl)cc1 | -9.4
O=C(O)CNC(=O)/C=C1\SC(=O)NC1=O | 0.0
CS(=O)(=O)c1cccc(-c2nnc(NC(=O)C3CCCCC3)o2)c1 | -1.0
CCCCn1c(=O)c2oc3ccccc3c2n(CC(=O)Nc2cccc(C(F)(F)F)c2)c1=O | -3.0

# Bioassay records as filed in PubChem BioAssay.
